Compound activity deposited in PubChem BioAssay by several laboratories.
HTR5A ag ctr – HTR5A agonism, opioid heterodimer counter-screen. activation, % at 9.3 µM. P47898. actives 0.61% (n = 340,000). AID 504692. HTR5A agonist assay, luminescence, cell-based; in the data active = activation mostly above about 9.5%, no sharp cut-off; inactive = mostly below about 7.6%;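 also: 0% = cells with vehicle only and 100% = reference agonist; strong numbers were not always called active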
Target sequence (P47898 whole entry, looked up): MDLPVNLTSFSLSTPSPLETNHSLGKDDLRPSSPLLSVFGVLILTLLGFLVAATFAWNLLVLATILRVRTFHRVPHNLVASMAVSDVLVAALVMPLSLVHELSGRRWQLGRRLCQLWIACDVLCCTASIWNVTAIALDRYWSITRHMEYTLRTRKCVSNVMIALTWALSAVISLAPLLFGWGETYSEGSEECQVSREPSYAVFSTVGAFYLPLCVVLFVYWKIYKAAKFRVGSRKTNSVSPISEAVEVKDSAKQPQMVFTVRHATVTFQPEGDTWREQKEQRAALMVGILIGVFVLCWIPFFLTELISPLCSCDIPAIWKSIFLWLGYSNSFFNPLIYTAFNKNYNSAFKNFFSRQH
C-LANA FP – inhibitors of KSHV LANA C-terminal domain DNA binding; MBP-C-LANA/FAM-LBS DNA binding, fluorescence polarization; actives 0.078% (n = 340,000); inhibition, % at 9 µM;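 active = highest replicate inhibition at or above 60% at 9 µM, even if other replicates fall short; inactive = all replicates below 60% inhibition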;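 also: 0% = neutral control wells and 100% = 4 µM acridine orange control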
RTF Ca sens inh – cardiac RTF calcium desensitization; P19429+P45379; IANBD-labeled cardiac RTF, Ca2+ fluorescence; inhibition, % at 7.15 µM; actives 0.12% (n = 340,000); AID 493244;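 active = inhibition above the mean inhibition of all tested compounds plus 3 SD, cut at about 17% in these data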;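 also: assay run at fixed EC70 calcium of 1.6 mM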
cardiac RTF act – cardiac RTF calcium sensitization; P19429+P45379; IANBD-labeled TnC RTF fluorescence at EC20 calcium; 0% EC20 calcium, 100% full calcium; activation, % at 7.2 µM; actives 0.24% (n = 340,000); AID 493008;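 active = activation above the mean over all tested compounds plus 3 SD, cut at about 30% in these data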;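 also: rise in fluorescence read as greater calcium sensitivity of cardiac thin filaments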
HTR5A inv ag – HTR5A inverse agonism, opioid heterodimer counter-screen | HTR5A cell line, luminescence | actives 0.083% (n = 340,000) | AID 504634 | P47898 | inhibition, % at 9.3 µM; in the data active = inhibition mostly above about 23%, no sharp cut-off; inactive = mostly below about 18%;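 also: 0% = cells with DMSO and 100% = no-cell wells with DMSO; some compounds called inactive have numbers as strong as hits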
CAL PDZ FP – blocks peptide binding to the human CAL PDZ domain; Q9HD26; purified CAL PDZ, TMR-peptide fluorescence polarization, 1 h; inhibition, % at 24.9 µM; actives 0.92% (n = 300,000); AID 602252;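 active = mean inhibition of at least 30% with at least half of replicates also reaching 30%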;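 also: 0% = DMSO neutral control and 100% = excess unlabeled competitor peptide PRC23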
Keap1-Nrf2 PPI – disrupts human Keap1 binding to Nrf2 peptide | AID 504523 | Q14145 | inhibition, % at 9.4 µM | Keap1 Kelch-Nrf2 peptide fluorescence polarization, 1536-well | actives 0.15% (n = 340,000); in the data active = inhibition above about 12%;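 also: human Keap1 Kelch domain with fluorescein labeled Nrf2 9mer peptide probe; 0% = neutral control wells and 100% = peptide positive control; higher means more block of Keap1 binding to Nrf2 peptide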
Target sequence (Q14145 whole entry, looked up, the tested form may be a part): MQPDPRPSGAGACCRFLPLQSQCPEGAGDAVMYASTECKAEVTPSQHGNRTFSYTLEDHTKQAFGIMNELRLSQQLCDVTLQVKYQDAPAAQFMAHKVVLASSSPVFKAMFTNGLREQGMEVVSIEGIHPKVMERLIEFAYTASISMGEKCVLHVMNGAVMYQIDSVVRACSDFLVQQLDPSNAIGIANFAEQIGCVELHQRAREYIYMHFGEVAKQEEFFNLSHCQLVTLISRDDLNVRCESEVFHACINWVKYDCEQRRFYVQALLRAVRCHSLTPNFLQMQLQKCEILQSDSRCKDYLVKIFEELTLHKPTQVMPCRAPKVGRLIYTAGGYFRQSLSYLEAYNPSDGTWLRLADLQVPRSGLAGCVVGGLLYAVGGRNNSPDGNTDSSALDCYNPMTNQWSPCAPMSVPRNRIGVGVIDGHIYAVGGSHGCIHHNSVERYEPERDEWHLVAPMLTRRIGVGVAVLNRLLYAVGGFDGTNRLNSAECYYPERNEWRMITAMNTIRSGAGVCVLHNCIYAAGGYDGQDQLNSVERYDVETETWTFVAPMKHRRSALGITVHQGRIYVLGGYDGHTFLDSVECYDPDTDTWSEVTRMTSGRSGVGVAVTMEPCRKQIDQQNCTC
V-ATPase pHluor – alters yeast V-ATPase proton transport. S. cerevisiae, pHLuorin cytosolic pH fluorescence. response, % at 10 µM. actives 0.37% (n = 350,000); in the data active = response mostly above about 7.3%, no sharp cut-off; inactive = mostly below about 5.4%; also: actives read high; inactives centre near 0; some compounds called inactive have numbers as strong as hits; reference of the scale not given here
MOR-DOR ag – OPRM1-OPRD1 heterodimerization agonism; cells, luminescence; activation, % at 9.3 µM; actives 0.3% (n = 340,000); AID 504326; in the data active = activation above about 18%;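 also: 0% = vehicle-treated cells and 100% = reference agonist; values of inactives mirror those of a sister screen read the other way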
OPRM1-OPRD1 inv – inverse agonists of human mu-delta opioid receptor heterodimerization; P35372+P41143; cell-based MOR-DOR heterodimer luminescence, inverse agonism; inhibition, % at 9.3 µM; actives 0.21% (n = 340,000); AID 504357; in the data active = inhibition above about 22%, passing the limit was not always enough;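 also: 0% = cells with DMSO and 100% = wells without cells with DMSO; values of inactives mirror those of a sister screen read the other way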
* = called active by the depositor; x = no result given.

#1 O=C(COC(=O)c1ccc(Cl)nc1)NNC(=O)c1ccc(Cl)cc1
#2 Cc1[nH]n(-c2ccccc2)c(=O)c1/C=N/NC(=O)c1ccoc1C
#3 CCC(=O)Nc1cccc(NC(=O)CSc2nnc(C3CC3)n2C)c1
#4 Cc1cc(Oc2ccc(=O)n(C)n2)nc(SCc2ccccc2)n1
#5 COCCNc1nc(N)c([N+](=O)[O-])c(NCC2CCCO2)n1 (stereo unspecified)
#6 C/C(=N\NC(=O)c1sccc1-n1cccc1)c1cccs1
#7 O=C(CCC(=O)N(CC(=O)NC1CCCC1)c1ccc(F)cc1)Nc1nccs1
#8 Cc1ccc(/C(N)=N/OC(=O)Cc2cccs2)cc1

assay / compound | 1 | 2 | 3 | 4 | 5 | 6 | 7 | 8
C-LANA FP | -1.1 | -1.7 | -0.4 | 3.2 | 1.4 | -0.1 | 0.3 | -0.1
cardiac RTF act | -4 | -2 | 11 | -6 | -4 | 7 | -12 | 0
OPRM1-OPRD1 inv | -1 | 12 | -1 | 17 | 7 | -1 | 6 | -25
Keap1-Nrf2 PPI | -4 | -5 | 2 | -1 | -4 | -7 | 2 | -5
MOR-DOR ag | 0.1 | -2.2 | 0.1 | -3.7 | -1.4 | 0.2 | -1.0 | 4.9
V-ATPase pHluor | -1 | 6 | 12 | -2 | -4 | 1 | -5 | -2
RTF Ca sens inh | -6 | -8 | -9 | -5 | -3 | -9 | 6 | 0
HTR5A ag ctr | -2 | 5 | 6 | -2 | -7 | -3 | 0 | 7
CAL PDZ FP | -2 | -2 | -5 | -6 | x | x | -3 | x
HTR5A inv ag | 6 | 3 | 9 | 7 | 17 | -5 | -23 | -18

#9 Cc1cc(C(=O)Nc2ccc(N3CCCC3)c(Cl)c2)ccc1[N+](=O)[O-]
#10 Cc1ccc(CNC(=O)c2oc3ccc(S(=O)(=O)N4CCC5(CC4)OCCO5)cc3c2C)cc1
#11 COCCN=c1scc(-c2ccc3c(c2)NC(=O)CO3)n1/N=C(\C)c1ccc(O)cc1
#12 COc1ccc(NC(=O)c2ccc(-c3ccc([N+](=O)[O-])cc3)o2)cc1
#13 O=S1(=O)CCOC[C@H](Cc2ccccc2)N1Cc1ccccc1Br
#14 O=C(O)CCC(=O)Nc1ccc2c(c1)Cc1cc(NC(=O)CCC(=O)O)ccc1-2
#15 O=C(Nc1ccc2c(c1)CCC2)c1c(F)cccc1Cl
#16 O=C(NCc1ccco1)/C(=C\c1cccs1)NC(=O)c1cccs1

assay / compound | 9 | 10 | 11 | 12 | 13 | 14 | 15 | 16
C-LANA FP | -0.3 | -1.0 | -1.1 | -0.7 | 2.7 | 5.7 | 1.0 | -0.4
cardiac RTF act | 1 | 2 | -1 | 0 | 4 | 3 | -4 | 3
OPRM1-OPRD1 inv | -1 | -5 | 26 | -12 | -9 | 3 | 24 | 4
Keap1-Nrf2 PPI | -2 | -2 | 1 | 3 | 1 | -3 | 3 | -4
MOR-DOR ag | 0.1 | 0.8 | -4.8 | 2.3 | 1.6 | -0.6 | -4.9 | -0.9
V-ATPase pHluor | -2 | 4 | 6 | -3 | -2 | 1 | 2 | -5
RTF Ca sens inh | -5 | -8 | -9 | -8 | -5 | -11 | 4 | -12
HTR5A ag ctr | 3 | 3 | 1 | -3 | -1 | 1 | 3 | -1
CAL PDZ FP | -1 | 4 | -5 | 14 | -1 | -1 | -1 | -2
HTR5A inv ag | -10 | -8 | -2 | -8 | -2 | -5 | 15 | 3

#17 O=C1CSC2=NCN(c3ccc4c(c3)OCO4)CN12
#18 CCOP(=O)(c1ccccc1)c1nc(-c2ccc(F)cc2)oc1N1CCCCC1 (stereo unspecified)
#19 COCCn1c(N)c(C(=O)NS(=O)(=O)c2ccc(C)cc2)c(=O)[nH]c1=O
#20 CCOc1ccc(S(=O)(=O)Nc2cccc(C(=O)NCC3CCCO3)c2)cc1 (stereo unspecified)
#21 Cc1cccc(NC(=O)c2c(C)cc(=O)oc2C)n1
#22 Cc1nnc(Sc2cc(NCCO)c([N+](=O)[O-])c3nonc23)s1
#23 CCOC(=O)c1c(C)nc(C)c(C(=O)OCC)c1-c1cccc(N)c1
#24 O=C(Cc1cccc2ccccc12)Nc1c(F)cccc1F

assay / compound | 17 | 18 | 19 | 20 | 21 | 22 | 23 | 24
C-LANA FP | 0.1 | -0.8 | -0.1 | -0.1 | -1.3 | -1.0 | -0.3 | -8.0
cardiac RTF act | 2 | -2 | -1 | -2 | 3 | 6 | -1 | 2
OPRM1-OPRD1 inv | 10 | -3 | 5 | -12 | 11 | 25 | 8 | 0
Keap1-Nrf2 PPI | -5 | 2 | -2 | 2 | 4 | 5 | -5 | 1
MOR-DOR ag | -2.0 | 0.7 | -1.0 | 1.8 | -2.0 | -5.4 | -1.6 | 0.0
V-ATPase pHluor | 2 | -2 | -1 | 1 | -3 | -1 | 1 | -1
RTF Ca sens inh | -6 | -2 | 0 | 10 | -3 | 0 | 1 | -1
HTR5A ag ctr | -2 | 0 | 11* | 1 | 0 | -8 | -3 | -2
CAL PDZ FP | -4 | -1 | 4 | -2 | -1 | -12 | -1 | 0
HTR5A inv ag | 19 | 13 | -29 | -3 | -10 | 21 | 24 | 7

#25 CCn1c(O)c(/C=N/N=C/c2ccc(OC)cc2)c2cc(C3=NNC(=O)CC3)ccc21
#26 CC(=O)c1c(C)[nH]c(C(=O)Nc2ccc(F)cc2F)c1C
#27 COC(=O)c1c(NC(=O)CN2CCC3(O)CCCCC3C2c2cc(OC)ccc2OC)sc(C)c1C (stereo unspecified)
#28 CC(=O)Nc1ccc(Oc2cnc3ccccc3n2)cc1
#29 CS(=O)(=O)Nc1ccc(C(=O)N2CCN(c3ccccc3)CC2)cc1
#30 O=C(O)CCCCCCCCCC[n+]1ccccc1
#31 CCOC(=O)CNC(=O)C(CO)NC(=O)OCc1ccccc1 (stereo unspecified)
#32 Cc1nnc(C)c2c(C)n(-c3ccc(Cl)c(N)c3)c(C)c12

assay / compound | 25 | 26 | 27 | 28 | 29 | 30 | 31 | 32
C-LANA FP | 1.1 | 0.2 | 0.6 | -0.7 | -0.9 | 0.4 | 0.5 | -2.6
cardiac RTF act | 28 | 9 | 1 | -2 | 1 | -6 | 13 | 2
OPRM1-OPRD1 inv | 7 | -17 | 6 | 7 | 13 | 7 | 4 | 13
Keap1-Nrf2 PPI | -6 | -5 | -5 | 5 | -3 | -4 | -2 | -3
MOR-DOR ag | -1.4 | 3.0 | -1.2 | -1.5 | -2.4 | -1.3 | -0.7 | -2.9
V-ATPase pHluor | 2 | 2 | 1 | -1 | 1 | -1 | -4 | 0
RTF Ca sens inh | -13 | 0 | 2 | -6 | -9 | 0 | -18 | 4
HTR5A ag ctr | 5 | -5 | -2 | 6 | 3 | 5 | -2 | 0
CAL PDZ FP | -2 | 27 | -2 | x | -7 | 0 | 0 | 3
HTR5A inv ag | 14 | 11 | 8 | -23 | 0 | 0 | 16 | 1

#33 N/C(=N\NC(=O)Nc1ccc(Cl)cc1)c1ccccn1
#34 Cc1ccc(CSCCNC(=O)CSc2ccccc2)cc1
#35 Cc1cc(C)c(S(=O)(=O)N2CCN(C(=O)C3CC3)CC2)c(C)c1
#36 CC(C(=O)Nc1ccccc1)N(C)CCOc1ccccc1 (stereo unspecified)
#37 Cn1c(=O)c2c(SCC(N)=O)nc(CC(C)(C)C)nc2n(C)c1=O
#38 O=C(NCc1ccccc1)c1cc2ccccc2oc1=O
#39 CCCCC(=O)Nc1nnc(S(=O)(=O)N(CC)c2ccc(OC)cc2)s1
#40 CCOC(=O)c1cnc2cc(F)c(F)cc2c1N1CCN(C)CC1

assay / compound | 33 | 34 | 35 | 36 | 37 | 38 | 39 | 40
C-LANA FP | 0.3 | 0.3 | 0.6 | 1.7 | 0.2 | -0.2 | 2.2 | -0.6
cardiac RTF act | -6 | 1 | 0 | -3 | 6 | -1 | -4 | 0
OPRM1-OPRD1 inv | 14 | -14 | 26 | 6 | -1 | 15 | -20 | 12
Keap1-Nrf2 PPI | -1 | -2 | -1 | -3 | 1 | -2 | -4 | 1
MOR-DOR ag | -2.7 | 2.2 | -5.0 | -0.8 | 0.2 | -3.2 | 3.5 | -2.4
V-ATPase pHluor | 3 | -2 | -2 | 2 | 5 | -1 | 6 | -1
RTF Ca sens inh | 3 | -10 | -9 | -1 | -1 | -1 | -1 | -4
HTR5A ag ctr | -3 | 4 | 0 | 2 | 2 | 5 | 7 | 1
CAL PDZ FP | -3 | 7 | -1 | -6 | x | 68* | 1 | -3
HTR5A inv ag | 7 | -2 | -1 | 8 | -5 | -20 | -28 | -3

4 entries from above in a different format.
#40 CCOC(=O)c1cnc2cc(F)c(F)cc2c1N1CCN(C)CC1
  C-LANA FP: -0.6 | cardiac RTF act: 0 | OPRM1-OPRD1 inv: 12 | Keap1-Nrf2 PPI: 1 | MOR-DOR ag: -2.4 | V-ATPase pHluor: -1 | RTF Ca sens inh: -4 | HTR5A ag ctr: 1 | CAL PDZ FP: -3 | HTR5A inv ag: -3

#37 Cn1c(=O)c2c(SCC(N)=O)nc(CC(C)(C)C)nc2n(C)c1=O
  C-LANA FP: 0.2 | cardiac RTF act: 6 | OPRM1-OPRD1 inv: -1 | Keap1-Nrf2 PPI: 1 | MOR-DOR ag: 0.2 | V-ATPase pHluor: 5 | RTF Ca sens inh: -1 | HTR5A ag ctr: 2 | CAL PDZ FP: x | HTR5A inv ag: -5

#35 Cc1cc(C)c(S(=O)(=O)N2CCN(C(=O)C3CC3)CC2)c(C)c1
  C-LANA FP: 0.6 | cardiac RTF act: 0 | OPRM1-OPRD1 inv: 26 | Keap1-Nrf2 PPI: -1 | MOR-DOR ag: -5.0 | V-ATPase pHluor: -2 | RTF Ca sens inh: -9 | HTR5A ag ctr: 0 | CAL PDZ FP: -1 | HTR5A inv ag: -1

#33 N/C(=N\NC(=O)Nc1ccc(Cl)cc1)c1ccccn1
  C-LANA FP: 0.3 | cardiac RTF act: -6 | OPRM1-OPRD1 inv: 14 | Keap1-Nrf2 PPI: -1 | MOR-DOR ag: -2.7 | V-ATPase pHluor: 3 | RTF Ca sens inh: 3 | HTR5A ag ctr: -3 | CAL PDZ FP: -3 | HTR5A inv ag: 7

The results go on:
#41 Clc1ccc(-c2csc(Nc3cccnc3)n2)cc1
#42 CCCCCCCCCCOC(=O)c1csc2nnsc12
#43 Cc1ccc(S(=O)(=O)NCCc2ccccc2)cc1
#44 CCn1ncc(Br)c1C(=O)Nc1cc(C)ccc1F
#45 CCS(=O)(=O)N1CCN(c2ccc([N+](=O)[O-])c(N3CCOCC3)c2)CC1
#46 O=C(Nc1ccc2c(c1)nc1n2CCN(Cc2ccccc2)C1)c1cccs1

assay / compound | 41 | 42 | 43 | 44 | 45 | 46
C-LANA FP | 0.7 | -0.8 | 0.2 | 1.3 | 0.9 | -1.6
cardiac RTF act | 1 | 0 | -3 | -2 | 1 | 3
OPRM1-OPRD1 inv | -15 | 4 | 10 | 10 | 11 | x
Keap1-Nrf2 PPI | -3 | -5 | 0 | -1 | 6 | -6
MOR-DOR ag | 2.9 | -0.8 | -1.7 | -2.0 | -1.9 | x
V-ATPase pHluor | -1 | 2 | 1 | 3 | 6 | -3
RTF Ca sens inh | -5 | -3 | -2 | -4 | -1 | -7
HTR5A ag ctr | -5 | -6 | 3 | -4 | 0 | x
CAL PDZ FP | -1 | -3 | -3 | -2 | 6 | 0
HTR5A inv ag | -74 | 15 | -8 | 9 | -9 | x

Compounds were not picked by outcome. About 2.8% of those tested had a hit in this group.
